Source: PubChem BioAssay
RGS4-Gao reg: human RGS4-Galphao interaction regulation | P09471 | Multiplexed bead flow cytometry, RGS4-Galphao binding; actives lie on both sides | binding response (% of control), % at 10 µM | 220,000 tested, 0.33% active | AID 1415; in the data active = binding response below about 49% or above about 150%; inactive = in between;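 note: fluorescent Galphao activated with aluminum fluoride binding bead-coupled RGS4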
Target sequence (P09471 whole entry, looked up): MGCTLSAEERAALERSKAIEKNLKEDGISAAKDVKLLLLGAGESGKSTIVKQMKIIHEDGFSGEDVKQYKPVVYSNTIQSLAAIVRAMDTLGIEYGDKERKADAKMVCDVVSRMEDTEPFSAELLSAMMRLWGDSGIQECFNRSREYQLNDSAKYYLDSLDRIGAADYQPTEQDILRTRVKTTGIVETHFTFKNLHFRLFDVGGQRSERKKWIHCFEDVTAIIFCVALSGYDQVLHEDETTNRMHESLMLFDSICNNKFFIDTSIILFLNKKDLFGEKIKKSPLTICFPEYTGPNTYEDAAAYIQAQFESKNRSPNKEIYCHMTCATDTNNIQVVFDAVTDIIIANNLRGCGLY
Bfl-1 Bim block: inhibitors of Bim-Bfl-1 interaction, human. Bead-based flow cytometry, Bim-Bfl-1 binding inhibition. Q16548. inhibition, % at 10 µM. AID 1008. 190,000 tested, 0.12% active;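 note: 0% = wells without compound plus tracer and 100% = blocker peptide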
Bcl-2 Bim block: human Bim-Bcl-2 interaction inhibition. P10415. Bead-based flow cytometry, Bim peptide-Bcl-2 binding. inhibition, % at 10 µM. 190,000 tested, 0.06% active. AID 950; in the data active = inhibition above about 40%; inconclusive = no clear call, values can overlap the other calls;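 note: 0% = no compound wells with probe peptide and 100% = reference peptide inhibitor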
Target sequence (P10415 whole entry, looked up): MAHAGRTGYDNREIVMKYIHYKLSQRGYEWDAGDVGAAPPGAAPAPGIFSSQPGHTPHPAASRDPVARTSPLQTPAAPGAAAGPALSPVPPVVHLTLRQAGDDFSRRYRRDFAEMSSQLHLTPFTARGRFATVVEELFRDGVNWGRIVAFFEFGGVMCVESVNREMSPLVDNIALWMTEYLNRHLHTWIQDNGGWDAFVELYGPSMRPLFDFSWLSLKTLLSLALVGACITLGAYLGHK
ABCB1 block: human ABCB1 inhibition, ABCG2 as counter-screen. P08183. CCRF-Adr cells, JC-1 efflux, flow cytometry. inhibition, % at 6.6 µM. 190,000 tested, 0.067% active. AID 1326; in the data active = inhibition above about 40%;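 note: 0% = vehicle and 100% = reference inhibitor; higher value means more JC-1 retained so stronger ABCB1 efflux block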
Mcl-1 Bim block: inhibitors of Bim-Mcl-1 interaction, human | Q07820 | 190,000 tested, 0.1% active | Bead-based flow cytometry, Bim peptide-Mcl-1 binding | AID 1009 | inhibition, % at 10 µM;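 note: 0% = no compound tracer wells and 100% = peptide blocker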
ABCG2 block: inhibitors of human ABCG2 transporter, ABCB1 counter-screen. 190,000 tested, 0.1% active. IgMXP3 cells, JC-1 efflux, flow cytometry. Q9UNQ0. inhibition, % at 6.6 µM;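 active = inhibition above 80%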;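 note: 0% = DMSO and 100% = nicardipine control wells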
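Read-out basis: Efflux inhibition in percent versus controls | Test system: ABCG2 IgMXP3 and barcoded ABCB1 CCRF-Adr cell mix | Quantity: 3 million cells/mL in well | Schedule: 10 min at 25 °C | Control set: Nicardipine as high control, DMSO as low control | Reagent: JC-1 as fluorescent efflux pump substrate | Signal: Flow cytometry of retained JC-1 fluorescence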
Bim-Bcl-B: human Bim-Bcl-B interaction inhibition. bead-based flow cytometry, Bim peptide-Bcl-B binding. 190,000 tested, 0.073% active. inhibition, % at 10 µM;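 note: 0% = tracer peptide without compound and 100% = reference inhibitor peptide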
Bim-Bcl-W: inhibitors of Bim-Bcl-W interaction, human; Q92843; 190,000 tested, 0.02% active; inhibition, % at 10 µM; bead-based flow cytometry, Bim peptide-Bcl-W binding;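 note: 0% = bound tracer without compound and 100% = peptide blocker; higher means less fluorescent Bim peptide bound to Bcl-W beads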
Target sequence (Q92843 whole entry, looked up): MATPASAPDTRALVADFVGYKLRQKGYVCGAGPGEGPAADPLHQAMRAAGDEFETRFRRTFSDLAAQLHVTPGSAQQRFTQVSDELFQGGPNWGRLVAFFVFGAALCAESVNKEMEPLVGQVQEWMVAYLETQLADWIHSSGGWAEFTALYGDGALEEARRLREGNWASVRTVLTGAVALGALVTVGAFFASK
Bim-Bcl-XL: human Bim-Bcl-XL interaction inhibition; 190,000 tested, 0.04% active; Bim peptide-Bcl-XL binding, bead flow cytometry, fluorescence; inhibition, % at 10 µM; Q07817
Target sequence (Q07817 whole entry, looked up): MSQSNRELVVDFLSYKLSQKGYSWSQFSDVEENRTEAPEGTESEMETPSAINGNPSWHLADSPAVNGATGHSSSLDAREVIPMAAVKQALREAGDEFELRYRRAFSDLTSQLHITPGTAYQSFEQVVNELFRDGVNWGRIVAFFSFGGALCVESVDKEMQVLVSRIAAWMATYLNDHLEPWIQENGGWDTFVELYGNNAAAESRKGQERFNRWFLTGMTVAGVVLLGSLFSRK
RGS7-Gao reg: human RGS7-Galphao interaction regulation | P09471 | Multiplexed bead flow cytometry, RGS7-Galphao binding; actives lie on both sides | binding response (% of control), % at 10 µM | 220,000 tested, 0.35% active | AID 1439; in the data active = binding response below about 49% or above about 150%; inconclusive = no clear call, values can overlap the other calls; inactive = in between;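 note: fluorescent Galphao held in activated GDP-AlF4 state binding bead-coupled RGS7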
RGS8-Gao reg: modulates binding of RGS8 to human Galphao. response (percent of control binding), % at 10 µM. AID 1423. 220,000 tested, 0.34% active. multiplexed bead flow cytometry; actives lie on both sides. P09471; in the data active = response below about 60% or above about 140%; inactive = in between;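 note: Galphao activated as the GDP aluminium fluoride complex binding bead-coupled RGS8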
An asterisk follows results filed as active; ? = inconclusive; [ ] = dose if it differs, or a comment. Cut-off read from the data, not from the text of the source, unless noted: active = inhibition above about 40%. Random draw from the library. Share with any hit: about 0.94%.

SMILES	RGS4-Gao reg	Bfl-1 Bim block	Bcl-2 Bim block	ABCB1 block	Mcl-1 Bim block	ABCG2 block	Bim-Bcl-B	Bim-Bcl-W	Bim-Bcl-XL	RGS7-Gao reg	RGS8-Gao reg
O=C(Nc1ncc(C(F)(F)F)cc1Cl)C1COc2ccccc2O1 (stereo unspecified)	95	-3	-2	1.4	-3	46	-1	-6	-13	95	98
COc1ccc(OC)c(Nc2ccc(Nc3cc(OC)ccc3OC)nn2)c1	95	-11	-10	-0.7	-7	-3	-15	-4	-9	97	98
Cc1cc(-c2nnc(CCC(=O)N(CC3CCC3)CC3CCCO3)o2)no1 (stereo unspecified)	96	4	1	0.4	0	1	-2	2	-1	100	86
Cc1ccc(NC(=O)COc2ccc(/C=N/NC(=O)CSCc3ccccc3)cc2)cc1	99	-9	-14	-4.0	1	-3	-8	-3	-5	98	98
Cc1c(C(=O)NC2=NCCS2)oc2ccccc12	95	-12	-8	0.3	-3	8	-7	0	-4	94	100
O=C(CCN1CCc2ccccc2C1)c1ccc2c(c1)OCCO2	100	-7	-7	0.6	-1	1	-7	-2	-2	101	102
Cc1c(C(=O)N2CCCC2)nnn1-c1nonc1N	97	0	-1	0.6	-1	4	0	0	2	93	98
Cc1ccc(NC(=O)COC(=O)c2ccccc2Cl)cc1S(=O)(=O)N(C)C	104	-5	-6	0.3	-3	2	-2	-1	-3	103	100
Cc1ccc(-c2nc3cc(N)ccc3o2)c(C)c1	100	-2	2	-0.3	-1	-1	-5	-3	-2	102	101
COC(=O)COC(=O)CC(CC(N)=O)c1ccccc1 (stereo unspecified)	98	-10	-8	-2.2	0	-3	-5	0	5	101	98
CCN(CC(=O)Nc1ccc2c(c1)OCO2)Cc1nc2ccccc2c(=O)[nH]1	100	-12	-9	0.9	1	6	-8	0	0	97	100
Cc1ccc(C(=O)OCC(=O)NC2CCCCC2)s1	101	-5	-4	0.1	0	3	-8	-2	-3	?	103
COc1cc([N+](=O)[O-])ccc1NC(=O)CCN1C(=O)C2C3CCC(C3)C2C1=O (stereo unspecified)	100	0	1	0.9	-5	31	-5	-2	-4	104	101
Clc1ccccc1OCc1nn2c(-c3ccncc3)nnc2s1	105	-7	-6	0.7	-2	39	-14	0	-6	102	102
O=C(OCc1cc2ccccc2[nH]c1=O)c1ccccn1	104	-12	-8	0.3	-4	3	-10	0	-3	99	102
N#Cc1c(-c2cccs2)nc(SCC(=O)c2cccs2)[nH]c1=O	113	1	4	-0.2	1	-1	1	4	1	109	107
Cc1ccc(NC(=O)c2ccc(Nc3ccccc3F)nc2)cc1	96	-8	-4	-0.3	-3	4	-7	-6	-8	102	94
COc1ccc(CCNC(=O)C23CCC(C)(C(=O)O2)C3(C)C)cc1OC (stereo unspecified)	102	-3	0	0.1	2	0	-3	0	-1	106	93
Fc1cccc(Cl)c1CSc1nnc2ccccn12	99	3	0	-0.5	-2	-4	0	-3	0	?	100
O=c1nc(-c2ccccc2)cn[nH]1	95	-1	-2	0.4	0	1	-1	0	2	100	97
CC(=O)OCCCNc1cc(Sc2ccc(Cl)cc2)c2nonc2c1[N+](=O)[O-]	93	6	-3	0.0	-1	-1	-11	2	-4	92	94
CC(NC(=O)c1ccco1)C(=O)OCC(=O)c1ccc(Cl)s1 (stereo unspecified)	97	-3	1	2.4	-2	10	-3	-1	0	97	98
COc1cccc(C(=O)COc2cccc(NC(=O)c3cccc([N+](=O)[O-])c3)c2)c1	101	0	-2	-0.1	-2	0	1	0	0	100	102
CC1CCN(c2ccc(C(=O)N3CCOCC3)cc2[N+](=O)[O-])CC1	103	-13	-3	0.4	3	2	-5	5	-3	98	99
C/C(CC1CC(COCCC(C)C)OC1=O)=N\NC(N)=S (stereo unspecified)	100	-10	-8	0.3	0	3	-6	0	-6	95	97

(next part)
SMILES	RGS4-Gao reg	Bfl-1 Bim block	Bcl-2 Bim block	ABCB1 block	Mcl-1 Bim block	ABCG2 block	Bim-Bcl-B	Bim-Bcl-W	Bim-Bcl-XL	RGS7-Gao reg	RGS8-Gao reg
O=c1c(Cl)c(N2CCN(c3ccc(F)cc3)CC2)cnn1-c1nc2ccccc2s1	93	-13	-4	0.2	-6	1	-11	-5	-9	94	103
O=C(Nc1ccc(C(F)(F)F)cc1)C1CC(=O)N(c2ccc3c(c2)OCCO3)C1 (stereo unspecified)	102	0	0	0.0	-1	-1	-1	-7	-10	101	101
O=C(NC1CCCCC1)N1CCc2[nH]c3ccccc3c2C1	102	-8	-10	0.1	1	4	-6	2	-5	100	102
CCOc1ccc(Oc2nc(NCC(C)C)nc(OC)n2)nn1	99	-13	-6	0.7	0	2	-3	0	-3	100	98
O=C(NCc1ccc2c(c1)OCO2)C1CCN(c2ccc(S(=O)(=O)N3CCCC3)cc2)CC1	101	0	-1	0.0	1	0	0	0	0	102	102
O=C1C(C2=NC(C(=O)O)C3C(=O)N(c4ccccc4)C(=O)C23)=C(O)c2ccccc21 (stereo unspecified)	102	1	-1	0.1	-2	0	-3	-2	-4	103	102
Cc1nc2cc(C(=O)N3c4ccccc4CC3C)ccc2s1 (stereo unspecified)	98	-3	-1	0.5	1	1	-3	0	0	98	99
Cc1ccnc(N(C(=O)c2cccs2)C(=O)c2cccs2)c1	107	-5	-1	0.6	3	4	-1	0	2	106	103
CCCCOC(=O)c1cc(=O)[nH]c2ccccc12	105	-10	-7	0.7	-1	3	-5	-2	-5	102	101
O=C(Nc1ccc(Nc2ccccc2)cc1)N1CCOCC1	105	-10	-3	0.1	-1	1	-6	0	0	104	99
O=C(Cc1ccc(Br)cc1)N(Cc1ccccc1)c1ccccn1	112	1	2	1.2	3	4	0	6	-1	151*[activator]	103
Cc1cc(O)c(NC(=O)c2ccc(Br)o2)cc1C	105	-7	-9	0.5	-2	6	-5	0	-3	104	104
CCN(c1cccc(C)c1)S(=O)(=O)c1cnc[nH]1	99	-7	-8	0.5	2	2	-5	2	0	97	100
CCOC(=O)c1c(NC(=O)CN2CCOCC2)sc2c1CC(C)(C)OC2	101	-10	-10	3.6	1	1	-9	-3	3	101	103
CC(C)n1cc(/C=C2/NC(=O)NC2=O)c2ccccc21	101	-9	-4	0.4	0	0	-6	-1	1	98	105
O=C1CC2c3ccccc3C1C1C(=O)N(CCc3ccccc3)C(=O)C21 (stereo unspecified)	103	-6	0	0.6	-1	0	-1	-1	-1	100	102
CCOC(=O)NN1C(=O)c2ccccc2NC1c1cccc(O)c1 (stereo unspecified)	104	0	1	-0.1	0	-1	-4	0	0	101	102
Cc1ccc([N+](=O)[O-])cc1NC1CC(O)C(CO)O1 (stereo unspecified)	100	0	1	0.1	0	10	-5	-2	-2	100	102
CCOC(=O)c1c(C)nc(-c2ccccc2)nc1NC(=O)C(C)C	98	-15	-9	1.0	2	11	-12	-1	-2	99	100
O=C(Cc1ccccc1)NNC(=S)Nc1ccc(Cl)cc1	104	6	0	-0.3	-5	-1	-25	-1	-8	102	88
COC(=O)c1ccc(C(=O)NC(=S)Nc2nc3c(s2)CCCC3)cc1	101	-6	-5	-0.1	-1	6	-7	-6	-5	100	99
Cn1nc(-c2ccccc2)c(C(=O)Nc2ccc(Cl)cc2)c1Cl	99	-11	-9	-1.7	-1	1	-6	-2	-7	100	97
CCC(=O)N(c1ccc(C(=O)O)cc1)c1nc(-c2ccc(OC)cc2)c(C)s1	102	-7	-3	-0.3	-2	0	-2	0	-3	100	103
CC(C)(Oc1ccc(-c2ccco2)cc1)C(=O)O	98	-3	-2	0.4	-3	1	-1	-5	-3	98	97
COCCCn1c(-c2ccccc2)nc2ccccc2c1=O	95	-12	-6	0.7	0	1	-6	2	-4	94	97

Only ABCG2 block, Bfl-1 Bim block and Bim-Bcl-XL, for some of the entries so far:
mol	ABCG2 block	Bfl-1 Bim block	Bim-Bcl-XL
COc1cccc(C(=O)COc2cccc(NC(=O)c3cccc([N+](=O)[O-])c3)c2)c1	0	0	0
CC1CCN(c2ccc(C(=O)N3CCOCC3)cc2[N+](=O)[O-])CC1	2	-13	-3

Next section.
SMILES	RGS4-Gao reg	Bfl-1 Bim block	Bcl-2 Bim block	ABCB1 block	Mcl-1 Bim block	ABCG2 block	Bim-Bcl-B	Bim-Bcl-W	Bim-Bcl-XL	RGS7-Gao reg	RGS8-Gao reg
Cn1cccc1C(C#N)c1ccccc1C#N (stereo unspecified)	100	0	-2	-0.1	-1	1	1	-5	-1	104	102
CC(Sc1nnc2ccccn12)C(N)=O (stereo unspecified)	100	-9	-5	-0.5	-4	-1	-5	-5	-4	98	101
Cn1c(/C(C#N)=C/c2ccncc2)nc2ccccc21	101	-4	-5	-0.1	-2	3	-3	0	-1	102	100
COc1c(OC(C)=O)ccc(/C=C/c2ccc3cccc(OC)c3n2)c1[N+](=O)[O-]	95	1	-5	-0.8	-4	-5	-3	-5	-6	96	89
CCCCC1OC23CCCCC2C(C#N)(C#N)C1(C#N)C(=N)O3 (stereo unspecified)	104	-11	-5	0.8	-5	8	-8	-7	-8	104	97
O=C(Nc1ncc(Cc2ccccc2)s1)C1=NCCN1	98	-4	3	-0.1	0	1	-1	1	-4	93	100
O=c1cc(CN2CCOCC2)c2c(ccc3ccccc32)o1	100	-15	-10	1.3	0	10	-5	-1	7	99	101
COc1ccc(S(=O)(=O)Nc2ccc(S(=O)(=O)N3CCCC3)cc2)cc1	97	0	2	0.4	1	1	0	-1	-2	97	103
O=C(NCC1CCCO1)c1ccc2c(c1)C(=O)N(C1CCCCC1)C2=O (stereo unspecified)	101	-11	-6	0.5	1	7	-5	1	-4	102	100
C/C(CCc1ccco1)=N\NC(=O)CNc1c(Br)cc(Br)cc1Br	105	-3	-7	1.5	-2	9	-7	-4	-2	105	104
CCC(C)Sc1nc(C)nc2c1c(=O)n(C)c(=O)n2C (stereo unspecified)	98	-11	-5	-0.1	0	1	-5	-2	-6	96	96
CSc1nsc2nc(=O)c(/C=C3\C=Nc4ccccc43)c(N)n12	99	-4	1	-0.7	-1	-2	-4	-5	-8	?	99
Cc1onc(-c2c(Cl)cccc2Cl)c1C(=O)N1C=CC(C(F)(F)F)=NCC1	100	1	0	-0.1	0	0	1	0	3	93	102
Cc1cc(N2CCN(c3ccccc3)CC2)n2c(n1)nc1ccccc12	99	-2	0	-4.8	0	-1	0	0	0	97	98
COc1ccc(-c2nnc(SCC(=O)Nc3sc4c(c3C#N)CCCC4)n2-c2ccccc2)cc1	105	-4	12	0.3	-6	1	-13	-7	-9	103	105
CCOC(=O)N1CCN(C(=O)c2ccc3nc4ccc(Cl)cc4c(=O)n3c2)CC1	101	0	-1	0.4	-1	3	-1	-2	0	99	102

Fetched one by one from the list above (3):
SMILES	RGS4-Gao reg	Bfl-1 Bim block	Bcl-2 Bim block	ABCB1 block	Mcl-1 Bim block	ABCG2 block	Bim-Bcl-B	Bim-Bcl-W	Bim-Bcl-XL	RGS7-Gao reg	RGS8-Gao reg
O=c1cc(CN2CCOCC2)c2c(ccc3ccccc32)o1	100	-15	-10	1.3	0	10	-5	-1	7	99	101
Cn1cccc1C(C#N)c1ccccc1C#N (stereo unspecified)	100	0	-2	-0.1	-1	1	1	-5	-1	104	102
Cn1c(/C(C#N)=C/c2ccncc2)nc2ccccc21	101	-4	-5	-0.1	-2	3	-3	0	-1	102	100
